Screening data from PubChem BioAssay.
SUMO Mot1 rescue – inhibitors of SUMOylation pathway: yeast Mot1-301 growth rescue | S. cerevisiae Mot1-301 growth rescue, ATP luminescence, 38.5C; percent above DMSO median, 100 means doubled | 320,000 tested, 1% active | growth rescue, % at 18.8 µM;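 active = every valid replicate shows activation above 250% relative to neutral control wells; inactive = the rest, any valid replicate at or below 250%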;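 also: OY570 slx delta 5 strain wells were the positive control but not used for scaling; some compounds called inactive have numbers as strong as hits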
PKA-R1A act – activates the PKA-R1A holoenzyme complex. activation, % at 11.4 µM. P00514+P68181. AID 504707. PKA-R1A dissociation, Cy5-IP20 fluorescence polarization; scaled: DMSO 0%, 113 µM cGMP 100%. 340,000 tested, 0.083% active;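 active = percent activation above the mean of all tested compounds plus 3 SD, cut at about 19% in these data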;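 also: higher means more PKAc released from R1A so a rise in polarization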
DSG3 Ab inh – human desmoglein-3 autoantibody binding inhibition; DSG3-coupled beads, scFv-anti-DSG3-GFP binding, flow cytometry; stronger effect = lower value; AID 588358; 310,000 tested, 0.48% active; binding (percent of control), % at 10 µM; P32926;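 active = binding more than 3 SD below its plate's average and above zero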;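 also: hits lower antibody fragment binding to DSG3; some compounds called inactive have numbers as strong as hits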
Target sequence (P32926 whole entry, looked up, the tested form may be a part): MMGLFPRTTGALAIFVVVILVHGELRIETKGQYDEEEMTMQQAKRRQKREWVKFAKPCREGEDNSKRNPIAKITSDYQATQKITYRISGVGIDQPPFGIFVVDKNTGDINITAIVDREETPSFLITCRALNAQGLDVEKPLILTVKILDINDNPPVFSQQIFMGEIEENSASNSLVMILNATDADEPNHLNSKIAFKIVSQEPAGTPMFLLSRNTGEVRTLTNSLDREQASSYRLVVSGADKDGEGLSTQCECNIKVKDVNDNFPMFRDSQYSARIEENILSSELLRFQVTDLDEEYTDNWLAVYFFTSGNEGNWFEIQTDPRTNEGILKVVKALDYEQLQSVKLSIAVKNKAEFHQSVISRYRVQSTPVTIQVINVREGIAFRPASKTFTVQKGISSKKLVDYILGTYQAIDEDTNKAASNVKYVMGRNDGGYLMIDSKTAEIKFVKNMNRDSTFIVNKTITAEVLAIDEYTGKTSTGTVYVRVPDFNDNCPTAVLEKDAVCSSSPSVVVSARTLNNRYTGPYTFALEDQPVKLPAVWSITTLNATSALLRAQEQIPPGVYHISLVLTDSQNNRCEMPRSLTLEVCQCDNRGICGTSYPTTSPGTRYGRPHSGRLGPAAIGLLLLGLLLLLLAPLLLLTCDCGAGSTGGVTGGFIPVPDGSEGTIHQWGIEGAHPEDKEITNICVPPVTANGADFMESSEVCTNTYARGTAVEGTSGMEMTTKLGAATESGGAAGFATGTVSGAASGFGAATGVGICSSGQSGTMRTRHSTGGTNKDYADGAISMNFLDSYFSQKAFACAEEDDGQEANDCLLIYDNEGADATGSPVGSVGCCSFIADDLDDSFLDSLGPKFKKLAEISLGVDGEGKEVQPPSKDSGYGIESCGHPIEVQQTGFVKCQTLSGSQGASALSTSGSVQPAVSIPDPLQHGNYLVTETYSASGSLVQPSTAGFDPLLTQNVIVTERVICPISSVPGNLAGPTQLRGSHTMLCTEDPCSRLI
PKA-R2B activ – activators of human PKA-R2B complex; P22694+P31323; PKA-R2B holoenzyme dissociation, Cy5-IP20 fluorescence polarization; R2B truncated from residue 108, S112A mutant; 0% DMSO only, 100% 113 µM cGMP; activation, % at 11.4 µM; 340,000 tested, 0.079% active; AID 504700;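 active = activation above a cutoff set at the mean over all compounds plus 3 SD, cut at about 18% in these data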;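 also: higher means more holoenzyme dissociation and a rise in polarization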
Arr AP2 block – human beta-arrestin and AP2 interaction inhibition. AID 504490. FITC-arrestin peptide / GST-AP2 beads, flow cytometry; AP2 beta2 appendage carries R879A mutation. 340,000 tested, 0.31% active. inhibition, % at 10 µM;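 active = inhibition above a set limit, near 3 SD of compounds lacking own fluorescence, cut at about 54% in these data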;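 also: plate controls were DMSO wells for no effect and 5 µM unlabelled arrestin peptide for full effect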
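system = GST-tagged AP2 beta2-adaptin appendage (R879A) on 4 µm glutathione beads | reagent = FITC-labelled arrestin peptide probe, 50 nM final | schedule = compound with beads 12 min RT, then probe 1 h RT | signal = HyperCyt-sampled flow cytometry, FL1 channel, ex 488/em 535 nm | read-out = percent response from loss of bead-bound FITC fluorescence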
* hit, by the source's call; x = not tested or not shown.

No.	SUMO Mot1 rescue	Arr AP2 block	PKA-R1A act	PKA-R2B activ	DSG3 Ab inh	SMILES
1	x	x	2	-3	x	COc1ncnc2c1ncn2CCCNCc1ccco1
2	x	x	-10	0	x	CCN(CC)C(=O)c1ncn2c1c(=O)[nH]c1ccccc12
3	x	x	4	3	x	C[C@H]1CN([C@@H](C)CO)C(=O)CCCn2nncc2CO[C@@H]1CN(C)S(=O)(=O)c1ccc(-n2cccn2)cc1
4	x	x	-3	-5	x	C[C@@H]1CN([C@H](C)CO)C(=O)c2cc(NC(=O)Nc3ccc(F)cc3)ccc2O[C@@H](C)CCCCO[C@H]1CN(C)Cc1ccc(C(=O)O)cc1
5	x	x	-11	-4	x	C[C@@H]1CN([C@H](C)CO)S(=O)(=O)c2ccc(C#CC3CCCC3)cc2O[C@H]1CN(C)C(=O)Cc1ccccc1
6	x	x	-3	-2	x	C[C@@H]1CN([C@@H](C)CO)C(=O)c2cc(Br)cnc2O[C@H]1CN(C)C(=O)NC1CCCC1
7	-8	7	x	x	109	Cn1nnc2c[n+](CC(=O)c3ccc(Cl)cc3)cc(Br)c21
8	-29	7	x	x	108	O=c1[nH]c(-c2ccccc2)cnc1-c1ccccc1
9	-31	-7	x	x	107	CC(C)(C)c1ccc(/C=C(\C#N)C(=O)NC2CC2)cc1
10	-12	4	x	x	97	NS(=O)(=O)c1ccc(CNS(=O)(=O)c2cccc3nonc23)cc1
11	-15	30	x	x	102	Cc1cc(C)c2c(CCl)cc(=O)oc2c1
12	-4	10	x	x	111	CCCOc1ccc(N2C(=O)CC(NCC(=O)OCC)C2=O)cc1 (centres undefined)
13	-10	33	x	x	103	Cc1[nH]c2ccccc2c1NC(=O)CN1CCN(C(=O)c2ccco2)CC1
14	187	6	x	x	95	CC(C)C(C)N(Cc1cccc(C(=O)O)c1)C(=O)c1ccc2ccccc2n1 (centres undefined)
15	4	44	x	x	108	Nc1c(Cl)c(Cl)nc(C(=O)N/N=C/c2cccnc2)c1Cl
16	x	x	4	0	111	C[C@H](CO)N1C[C@H](C)[C@H](CN(C)C(=O)c2ccccc2)Oc2cc(Br)ccc2S1(=O)=O
17	x	x	6	-7	109	C[C@H]1CN([C@@H](C)CO)C(=O)c2cc(Br)cnc2O[C@@H]1CN(C)S(=O)(=O)c1ccccc1
18	x	x	-8	-3	100	Cc1ccc([C@H]2C[C@H](O)[C@@H](n3cc(C4CC4)nn3)CN2C(=O)c2cccs2)cc1
19	x	x	-8	6	107	CCCCN1CC(C)(C)[C@H](CC(=O)Nc2ccccc2)C1=O
20	x	x	-9	2	97	CNC(=O)C[C@H]1C(=O)N(c2ccc(Br)cc2)C[C@@H]1CSC

An excerpt of these results, with two lines to a compound:
Every second line gives: SUMO Mot1 rescue, Arr AP2 block, PKA-R1A act, PKA-R2B activ, DSG3 Ab inh
5. C[C@@H]1CN([C@H](C)CO)S(=O)(=O)c2ccc(C#CC3CCCC3)cc2O[C@H]1CN(C)C(=O)Cc1ccccc1
  x, x, -11, -4, x
6. C[C@@H]1CN([C@@H](C)CO)C(=O)c2cc(Br)cnc2O[C@H]1CN(C)C(=O)NC1CCCC1
  x, x, -3, -2, x
7. Cn1nnc2c[n+](CC(=O)c3ccc(Cl)cc3)cc(Br)c21
  -8, 7, x, x, 109
8. O=c1[nH]c(-c2ccccc2)cnc1-c1ccccc1
  -29, 7, x, x, 108

Continuation.
No.	SUMO Mot1 rescue	Arr AP2 block	PKA-R1A act	PKA-R2B activ	DSG3 Ab inh	SMILES
21	x	x	-4	-1	96	Cc1cccc(S(=O)(=O)N(C)C[C@H]2OCc3cnnn3CCCC(=O)N([C@H](C)CO)C[C@H]2C)c1
22	x	x	-3	13	98	C[C@H]1CN([C@@H](C)CO)C(=O)CCCn2nncc2CO[C@H]1CN(C)C(=O)NC1CCCCC1
23	x	x	5	10	102	O=C(C1CCCCC1)N1C[C@@H](O)[C@H](n2cc(C3CC3)nn2)C[C@@H]1c1ccccc1
24	x	x	-3	4	101	COc1ccc(CN(C)CCCn2cnc3c(OC)ncnc32)cc1OC
25	x	x	1	5	106	C[C@H]1CN([C@@H](C)CO)C(=O)c2cc(Br)cnc2O[C@@H]1CN(C)C(=O)C1CCC1
26	x	x	-5	4	109	CC1(C)OC(=O)C2=C(CC(c3ccccc3)OC2CCc2ccccc2)O1 (centres undefined)
27	x	x	11	4	103	COCCCN1C(=O)C(CC(=O)NCCCCc2ccccc2)CC(C(=O)N2CCOCC2)=C1C (centres undefined)
28	x	x	1	8	93	CC1=C(C(=O)N(C)C)CC(CC(=O)NCCCCc2ccccc2)C(=O)N1Cc1ccc(F)cc1 (centres undefined)
29	x	x	7	-7	107	C[C@@H]1CN([C@@H](C)CO)S(=O)(=O)c2ccc(Br)cc2O[C@@H]1CN(C)C(=O)c1ccncc1
30	x	x	7	-8	105	O=C(O)C1=C2C(=O)Nc3cccc(c32)C2(C1)C(=O)Nc1ccccc12 (centres undefined)
31	x	x	-4	-4	106	CC1=C(C(=O)N(C)C)CC(CC(=O)NCC2CCCCC2)C(=O)N1Cc1ccc(C(C)(C)C)cc1 (centres undefined)
32	x	x	-15	-3	107	C[C@H]1CN([C@@H](C)CO)C(=O)CCCn2nncc2CO[C@@H]1CN(C)S(=O)(=O)c1cn(C)cn1
33	x	x	-5	4	107	COc1ccc(NC(=O)c2ccc(S(=O)(=O)N(C)c3ccccc3)cc2)cc1S(=O)(=O)N1CCOCC1
34	x	x	0	-10	109	O=C(Nc1ccn(CCCNC2CCN(Cc3ccccc3)CC2)c(=O)n1)OCc1ccccc1
35	x	x	-12	3	95	C[C@H](CO)N1C[C@H](C)[C@H](CN(C)Cc2ccncc2)Oc2ncc(Br)cc2C1=O
36	x	x	2	-2	108	Cc1ccc(S(=O)(=O)N2C[C@]3(O)C[C@@H]4C(=O)N(c5ccccc5)C(=O)[C@@H]4C[C@]3(OC(=O)NCc3ccco3)C2)cc1
37	x	x	-10	-1	107	C#CCN(C[C@H]1[C@H](OC(=O)NCCCCCC)[C@H](OC(=O)NCCCCCC)C[C@H]2C(=O)N(c3ccccc3)C(=O)[C@@H]12)S(=O)(=O)c1ccc(C)cc1
38	x	x	-1	11	114	CN1OC[C@@H]2C(=O)N3CCc4c([nH]c5ccccc45)[C@@H]3C[C@@H]21
39	x	x	-1	13	106	CCC1=NN(C(=O)c2ccccc2[N+](=O)[O-])C(O)(c2ccccc2)C1 (centres undefined)
40	x	x	-5	2	101	C[C@@H]1CN([C@H](C)CO)C(=O)c2cc(Br)cnc2O[C@@H]1CN(C)Cc1cncnc1
41	x	x	-10	-8	109	CCN(CC)C(=O)C1=C(C)N(Cc2ccc(OC)cc2)C(=O)C(CC(=O)NCc2cccs2)C1 (centres undefined)
42	x	x	-6	-1	110	CC(C)CC1C(=O)N(Cc2cn(CCC3OCCCO3)nn2)CCS(=O)(=O)N1Cc1ccc(-c2ccc(F)cc2)cc1 (centres undefined)
43	x	x	-11	-7	111	COc1cccc(-c2n[nH]nc2C2=CC(=O)C[C@H](c3ccc(F)cc3)C2)c1
44	x	x	10	14	104	C[C@@H]1CN([C@H](C)CO)C(=O)c2cc(C#CC3CCCCC3)cnc2O[C@H]1CN(C)Cc1cccnc1
45	x	x	10	-1	103	C[C@@H]1CN([C@@H](C)CO)C(=O)CCCn2nncc2CO[C@H]1CN(C)C(=O)c1cc(-c2ccccc2)on1
46	x	x	4	8	101	C[C@H](CO)N1C[C@H](C)[C@@H](CN(C)C(=O)Nc2ccc(C(C)(C)C)cc2)OCc2cnnn2CCCC1=O
47	x	x	-10	-2	104	C[C@H](CO)N1C[C@H](C)[C@H](CN(C)C(=O)Nc2ccc(F)cc2)OCc2cnnn2CCCC1=O
48	x	x	0	-2	102	Cn1c(=O)c2c(-c3ccccc3)n(-c3ccccc3S)cc2n(C)c1=O
49	x	x	-7	-2	100	CC1=C(C(=O)N(C)C)CC(CC(=O)NC(c2ccccc2)c2ccccc2)C(=O)N1Cc1ccc(F)cc1 (centres undefined)
50	x	x	-3	13	102	Cc1cn([C@H]2C[C@H](O)[C@@H](CNC(=O)[C@H]3CCC(=O)N3)O2)c(=O)[nH]c1=O
51	x	x	5	-1	95	C[C@H](CO)N1C[C@H](C)[C@@H](CN(C)S(=O)(=O)c2cn(C)cn2)Oc2ncc(Br)cc2C1=O
52	x	x	-11	-4	97	C[C@H](CO)N1C[C@H](C)[C@@H](CN(C)C(=O)c2ccncc2)OCc2cnnn2CCCC1=O
53	x	x	15	-16	106	C[C@@H]1CCCCO[C@H](CN(C)C(=O)Nc2ccccc2)[C@@H](C)CN([C@H](C)CO)C(=O)c2cc(NS(=O)(=O)c3cn(C)cn3)ccc2O1
54	x	x	-6	9	104	Cc1ccc([C@H]2C[C@H](n3cc(-c4ccc(F)cc4)nn3)[C@@H](O)CN2C(=O)C2CCCCC2)cc1
55	x	x	-6	-1	100	Cc1ccc(S(=O)(=O)N(C)c2ccc(C(=O)NCC(c3ccco3)N3CCCC3)cc2)cc1 (centres undefined)
56	x	x	-9	-6	89*	C#CCN(C[C@H]1[C@H](OC(=O)NCc2ccccc2)[C@H](OC(=O)NCc2ccccc2)C[C@H]2C(=O)N(c3ccccc3)C(=O)[C@@H]12)S(=O)(=O)c1ccc(C)cc1
57	x	x	2	5	123	C#Cc1cccc(C(=O)N(Cc2cccnc2)CC2CCCN(C3CCCCC3)C2)c1 (centres undefined)
58	x	x	0	-3	98	Cc1ccccc1S(=O)(=O)N(C)C[C@@H]1OCc2cnnn2CCCC(=O)N([C@H](C)CO)C[C@H]1C
59	x	x	-2	-5	98	CC1(C)CN(C2CCCCC2)C(=O)[C@H]1CC(=O)Nc1ccc(Br)cc1
60	x	x	3	-10	101	CCc1cc(-c2nnn(CCC3COCCO3)c2CC)cc(CC)c1-c1cn(Cc2ccc3ccccc3c2)nn1 (centres undefined)
61	x	x	-3	3	98	C[C@@H]1CN([C@@H](C)CO)C(=O)CCCn2cc(nn2)CO[C@H]1CN(C)S(=O)(=O)c1ccccc1C#N
62	x	x	-7	-4	104	CC(C)(C)OC(=O)NCCc1onc(-c2cccc([N+](=O)[O-])c2)c1C(=O)O
63	x	x	-8	-8	101	COCCCN1C(=O)C(CC(=O)NCc2ccco2)CC(C(=O)N2CCOCC2)=C1C (centres undefined)
64	x	x	-7	-3	105	C[C@H]1CN([C@@H](C)CO)C(=O)c2cc(C#CCC3CCCC3)cnc2O[C@@H]1CN(C)C(=O)CC1CC1

Three entries from above, ordered by the number in SUMO Mot1 rescue, rising.
No.	SUMO Mot1 rescue	Arr AP2 block	PKA-R1A act	PKA-R2B activ	DSG3 Ab inh	SMILES
7	-8	7	x	x	109	Cn1nnc2c[n+](CC(=O)c3ccc(Cl)cc3)cc(Br)c21
15	4	44	x	x	108	Nc1c(Cl)c(Cl)nc(C(=O)N/N=C/c2cccnc2)c1Cl
14	187	6	x	x	95	CC(C)C(C)N(Cc1cccc(C(=O)O)c1)C(=O)c1ccc2ccccc2n1 (centres undefined)

Not all compounds are listed (hit frequency here may not be typical).
